Eya2 inh: Eya2 (human) phosphatase inhibition; O00167; recombinant Eya2, OMFP fluorescence dephosphorylation (OMFP is methylfluorescein phosphate); Potency, µM (doses to about 76.9 µM), for the others: at the highest dose activity, negative = inhibition, usual class: inhibitors; 0.006% of 330,000 active; note: potency is the fitted concentration of half-maximal effect; % is set by controls: 0 for no effect and ±100 for the full control effect
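Eya2 (0.2 uM) preincubated 10 min at ambient with compound, then OMFP substrate added at 50 uM; 10 min reaction in 50 mM HEPES pH 7.5, 50 mM NaCl, 5 uM MgCl2, 0.05% BSA, 1 mM DTT. Fluorescence read at Ex 485/Em 525 nm.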
Tb PFK inh: blocks T. brucei phosphofructokinase. T. brucei PFK, ADP-Glo luminescence. Potency, µM (titrated, usually from 57.5 µM), for inactives: at the highest dose activity, negative = inhibition, most hits filed as inhibitors. 0.17% of 330,000 active. AID 485367;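 note: potency is the fitted concentration of half-maximal effect; 0% = uninhibited 1x PFK enzyme wells and -100% = no-enzyme wells; nearly all actives have a fitted effect of over 60% in size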
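PFK 1.25 nM, F6P 0.5 mM, ATP 0.1 mM, 0.1 M TEA pH 8.0, 5 mM MgCl2, 0.01% Tween20, 0.1% BSA; 45 min RT. ADP-Glo readout. qHTS titration up to 57 uM; curves fitted, compounds curve-classed.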
TSHR antag: blocks TSH signaling through the human TSH receptor; P16473; TSHR-expressing cells, TSH-stimulated cAMP HTRF, 2 h; active compounds read low; activity change, negative = inhibition, % at 11.5 µM; 0.2% of 330,000 active; AID 504810;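 active = activity change below a set negative limit, meaning inhibition stronger than a set level, cut at about -70% in these data; inconclusive = activity change between two set negative limits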; note: % is set by controls: 0 for no effect and ±100 for the full control effect
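Freshly harvested TSHR cells receive pin-tooled compound, then EC80 TSH at 4nM final. After 2 hours at 37 deg C, antibody in lysis buffer and cAMP-d2 are added; 30 minutes at ambient temperature precede the HTRF read.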
a7 integrin act: integrin-mediated muscular dystrophy alleviation activation. alpha7betagal myoblasts, beta-gal FDG fluorescence, 48 h. 0.064% of 350,000 active. Potency, µM (top dose mostly 38.3 µM), for the others: at the top dose activation, most hits filed as activators;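 note: potency is the fitted concentration of half-maximal effect; 100% = response of the positive control SU9516; nearly all actives have a fitted effect of over 60% in size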
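Alpha7betagal+/- myoblasts (passage 13) were plated 16-24 hr, then exposed to compounds (1:260 dilution of DMSO stock) for 48 hours at 37C. After MPER lysis, β-galactosidase reporter activity was read as FDG fluorescence (ex 480/em 540) after 30 minutes.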
ASM inhibitor: inhibitors of human secretory acid sphingomyelinase; P17405; placental ASM, HMU-PC fluorogenic substrate, 60 min; Potency, µM (titrated, usually from 57.5 µM), for inactives: top-dose activity change, negative = inhibition, actives largely listed as inhibitors; 0.006% of 340,000 active; AID 504937; note: potency is the fitted concentration of half-maximal effect
Target sequence (P17405 47-631 limits assumed): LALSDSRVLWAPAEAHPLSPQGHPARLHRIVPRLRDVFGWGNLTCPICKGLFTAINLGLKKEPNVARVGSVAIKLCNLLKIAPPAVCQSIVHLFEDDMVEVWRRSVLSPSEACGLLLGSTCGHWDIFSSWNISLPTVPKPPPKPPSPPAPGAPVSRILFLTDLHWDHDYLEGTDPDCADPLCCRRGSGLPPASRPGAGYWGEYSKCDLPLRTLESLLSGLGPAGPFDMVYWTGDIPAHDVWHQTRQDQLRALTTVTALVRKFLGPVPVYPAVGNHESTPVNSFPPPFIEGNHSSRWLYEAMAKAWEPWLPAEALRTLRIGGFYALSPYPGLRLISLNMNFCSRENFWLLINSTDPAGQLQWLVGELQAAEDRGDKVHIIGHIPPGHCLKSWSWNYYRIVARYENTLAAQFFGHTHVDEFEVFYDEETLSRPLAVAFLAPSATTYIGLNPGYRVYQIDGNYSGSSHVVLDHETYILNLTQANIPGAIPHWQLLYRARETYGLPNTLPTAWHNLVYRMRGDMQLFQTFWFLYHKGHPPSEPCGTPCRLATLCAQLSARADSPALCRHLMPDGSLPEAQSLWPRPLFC
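Human placenta-derived ASM preincubated with compound 10 min at room temperature, then reacted with 9 uM (final) fluorogenic HMU-PC substrate for 60 min at 37 C. Stop solution raises pH to 10; fluorescence read at Ex 386/Em 447 nm.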
PTAP TSG101 blk: blocks PTAP/TSG101 interaction to inhibit HIV-1 budding; Q99816; Fluorescence polarization, FITC-PTAP peptide / Tsg101 binding; Potency, µM (highest dose often 115 µM), for the others: top-dose activity change, negative = inhibition, most hits filed as inhibitors; 340,000 tested, under 10 active; AID 493005; active = well fitted inhibition curve with a large enough effect in the main read-out, with a control signal flat, not every such curve was filed as active; inconclusive = small, poorly fitted or top-dose-only effect, or effect the other way, or a change in a side signal; inactive = no such curve, though single readings can be large or run the other way; note: potency is the fitted concentration of half-maximal effect; % of control where 0% means no effect
Target sequence (Q99816 whole entry, looked up): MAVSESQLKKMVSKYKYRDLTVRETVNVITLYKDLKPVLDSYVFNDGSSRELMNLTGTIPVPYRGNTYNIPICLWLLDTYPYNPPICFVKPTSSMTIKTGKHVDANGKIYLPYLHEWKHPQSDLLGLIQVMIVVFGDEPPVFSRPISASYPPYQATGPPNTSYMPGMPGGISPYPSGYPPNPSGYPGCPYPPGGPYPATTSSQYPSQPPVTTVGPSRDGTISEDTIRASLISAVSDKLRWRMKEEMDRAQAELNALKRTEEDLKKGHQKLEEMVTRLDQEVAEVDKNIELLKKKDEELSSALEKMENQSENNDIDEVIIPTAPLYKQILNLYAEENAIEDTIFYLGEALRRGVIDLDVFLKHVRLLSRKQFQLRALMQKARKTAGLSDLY
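Compounds were pin-transferred onto Tsg101 binding domain (10 uM final) in HEPES pH 7.5 buffer, then FITC-PTAP peptide was added at 50 nM final. After 20 min at RT, polarization reported peptide displacement across a qHTS concentration series.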
TCR act: T cell receptor activation. primary human leukocytes, anti-CD3, IL-2 HTRF, 48 h. Potency, µM (highest dose often 9.22 µM), for inactives: at the highest dose activation of IL-2 secretion, most hits filed as activators. 330,000 tested, under 10 active; note: % of control where 0% means no effect
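48 hr co-incubation of compounds, a-CD3 beads and primary human leukocytes; IL-2 quantified homogeneously by HTRF with anti-IL-2 K and d2 conjugates.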
AT treatment: candidate therapy for ataxia-telangiectasia; Potency, µM (doses to about 57.5 µM), for inactives: at the highest dose activation, actives largely listed as activators; […] A-T fibroblasts, KAP-1 phosphorylation AlphaLISA; neocarzinostatin DNA damage 30 min before lysis; AID 485349; 0.19% of 320,000 active; note: potency is the fitted concentration of half-maximal effect; % of control where 0% means no effect; nearly all actives have a fitted effect of over 45% in size
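ATM-like activity read as KAP-1 phosphorylation via AlphaLISA donor/acceptor antibody pairs after lysis and 6 hr at 25C. Cells were ATM-null patient fibroblasts ([…], hTERT), dosed 60 min, then exposed to the DSB inducer NCS for 30 min.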
BCR signal inh: inhibitors of chronic active B-cell receptor signaling; ABC-DLBCL IkBa-CBG/CBR reporter, luminescence ratio, 4 h; Potency, µM (series often up to 46.1 µM), for the others: at the highest dose ratio change, negative = lower green/red ratio, actives largely listed as inhibitors; 0.05% of 340,000 active; AID 493014; active = well fitted inhibition curve with a large enough effect in the signal ratio, with a control signal flat, not every such curve was filed as active; inconclusive = small, poorly fitted or top-dose-only effect, or effect the other way, or a change in a side signal; the % refers to the signal ratio;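 note: potency is the fitted concentration of half-maximal effect; plate controls were basal doxycycline-induced cells for no effect and cells given 10 µM MG132 for full effect; MG132 reads +100%, hits lower the ratio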
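Concentration-response series (up to 46 uM) were applied to TMD8 dual-reporter cells for 4 h at 37C with doxycycline. Green/red ratio, after filter-overlap correction, defined %Activity; red signal alone was normalised to basal cells and zero luminescence.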
Mito fusion act: blocks mitochondrial division or promotes mitochondrial fusion; S. cerevisiae fusion-defective mutant growth rescue, CellTiterGlo 48 h; Potency, µM (top dose mostly 46.1 µM), without a hit: at the highest dose growth rescue (activation), hits mostly activators; 0.23% of 320,000 active;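 note: potency is the fitted concentration of half-maximal effect; % of control where 0% means no effect; nearly all actives have a fitted effect of over 45% in size; temperature-sensitive fusion mutants such as fzo1-1 at 37 °C on non-fermentable ethanol glycerol medium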
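Temperature-sensitive fusion-defective S. cerevisiae (e.g. fzo1-1, mgm1-5) were grown with compound in YPEG medium (3% ethanol, 3% glycerol) for 48 hours at 37C. Growth rescue was measured as viability by CellTiterGlo luminescence after 10 minutes at ambient.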
ELG1 repair inh: inhibitors of ELG1-dependent DNA repair in HEK293T cells | HEK293T ELG1-luciferase reporter, luminescence, 16 h; DNA damage induced by 5-fluorouridine | Potency, µM (doses to about 46.1 µM), for the others: at the top dose activity change, negative = inhibition, most hits filed as inhibitors | 2.3% of 330,000 active | AID 504467; note: potency is the fitted concentration of half-maximal effect; % is set by controls: 0 for no effect and ±100 for the full control effect; nearly all actives have a fitted effect of over 55% in size
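In this reporter screen, reduction of luminescence relative to DMSO vehicle indicated activity. Compounds and 5-fluorouridine were added together to 2,000 cells per well, incubated for 16 hr at 37 °C, then developed with ONE-Glo.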
* marks the source's active call; other numbers are inactive results; ? = inconclusive; . = no result given; [ ] = dose if it differs, or a comment. Unless noted, calls come from the whole dose curve; as a rule, active = well fitted curve in the direction sought with a large enough effect; inconclusive = small, poorly fitted or top-dose-only effect, or another doubt; inactive = no such curve, though single readings can be large; an effect the other way counts as inactive or inconclusive.

canonical_smiles	Eya2 inh	Tb PFK inh	TSHR antag	a7 integrin act	ASM inhibitor	PTAP TSG101 blk	TCR act	AT treatment	BCR signal inh	Mito fusion act	ELG1 repair inh
O=C(COc1ccc2c(c1)oc(=O)c1ccccc12)N[C@@H](Cc1ccccc1)C(=O)O	22%	3%	-5	-3%	9%	0%	-8%	0%	0%	1%	20%
Cc1ccc(NC(=O)N2CCN(Cc3ccc4c(c3)OCO4)CC2)cc1	-4%	-2%	45	0%	8%	.	.	8%	4%	-1%	-12%
COc1ccc(NS(=O)(=O)c2csc(C(N)=O)c2)cc1	5%	6%	-1	-7%	-1%	-1%	2%	1%	4%	4%	-6%
CC1CCN(C(=O)CSc2nc(=O)n3cc(Cl)ccc3n2)CC1	26%	-13%	18	-20%	0%	-5%	-2%	1%	0%	1%	11%
C=CCOc1nc2c(c(=O)n(C)c(=O)n2C)n1Cc1ccc(Cl)cc1Cl	?	-1%	2	-47%[inhibitor]	-2%	-2%	-1%	1%	0%	-4%	-1%
Cc1ccc(Cn2nnc3c(=O)n(CC(=O)c4ccccc4)cnc32)cc1	-16%	-1%	-14	10%	-3%	-4%	-1%	-2%	-2%	1%	-2%
CCn1c(SCC(=O)N2CCCCC2C)nnc1-c1ccco1 (centres undefined)	-9%	6%	-2	-5%	6%	0%	-4%	-4%	3%	-4%	16%
NC(=O)CCCn1c(C(=O)c2cc(Cl)c(N)c(Cl)c2)c2ccc(C(F)(F)F)cc2[n+]1[O-]	0%	-18%	-5	-16%	-9%	-5%	-4%	-17%	-27%	8%	-23%
CCOC(=O)c1nnn(CC(=O)N2N=C(c3ccc(Cl)cc3)CC2c2ccccc2)c1C(=O)OCC (centres undefined)	5%	0%	-9	-11%	-14%	-1%	-3%[46.1 µM]	.	11%	0%	?
Cn1ncc(Br)c1C(=O)N/N=C/c1cccc(OC2CSC2)c1	1%	-7%	-8	10%	-4%	-1%	-1%[46.1 µM]	7%	-6%	-1%	4.1µM*
C/C(=N\N(c1ccccc1)c1ccccc1)c1ccc(O)cc1	?	3%	1	-7%	-17%	-11%	-17%	15%	3%	-12%	2%
COc1ccc(-c2cnnc(N/N=C/c3ccc(-c4ccc([N+](=O)[O-])cc4)o3)n2)cc1	-10%	2%	26	-38%[inhibitor]	-3%	2%	-4%	5%	-4%	10%	?

Carrying on.
canonical_smiles	Eya2 inh	Tb PFK inh	TSHR antag	a7 integrin act	ASM inhibitor	PTAP TSG101 blk	TCR act	AT treatment	BCR signal inh	Mito fusion act	ELG1 repair inh
CCOC(=O)CSC1=NC(=O)CS1	11%	9%	-32	21%	11%	1%	6%	20%	-12%	2%	2%
COC(=O)N/N=C(\C)c1ccccc1Br	-8%	0%	23	-6%	5%	-6%	8%	-8%	16%	0%	20%
COC(=O)c1c(F)c(F)c(NCCO)c(F)c1F	-1%	0%	.	26%	1%	-2%	4%	-19%	1%	1%	?
O=C(c1cc(-c2ccc(Cl)c(Cl)c2)on1)N1CCCCC1	7%	0%	-10	10%	1%	-2%	-10%	5%	?	4%	?
NS(=O)(=O)c1ccc(CCNC(=O)C2CCCN2S(=O)(=O)c2cccc3nsnc23)cc1 (centres undefined)	4%	-2%	6	?	2%	0%	-5%	23%	-9%	-2%	2%
Cc1cc(NS(=O)(=O)c2ccc(OCCNS(C)(=O)=O)cc2)no1	-2%	9%	-3	4%	0%	-1%	1%	8%	8%	2%	8%
COc1ccccc1N1CC(C(=O)Nc2ccc3c(c2)OCO3)CC1=O (centres undefined)	-2%	1%	0	-10%	1%	3%	2%	4%	-1%	?	-5%
CC(C)(C)CC(C)(C)NC(=O)c1ccccc1	6%	-1%	-3	?	17%	-1%	7%	3%	9%	5%	10%
O=C(N/N=C/C=C/c1ccco1)c1cnccn1	-11%	-13%	-1	-4%	-2%	-2%	-2%	1%	?	-1%	-2%
O=C(COc1ccc2c(-c3ccccc3)cc(=O)oc2c1)NC(Cc1c[nH]c2ccccc12)C(=O)O (centres undefined)	-17%	2%	-6	-4%	12%	0%	-1%	24%	1%	.	?
O=C(N/C(=C/c1ccccc1)C(=O)N1CCOCC1)c1ccc([N+](=O)[O-])cc1	-4%	-4%	8	10%	-1%	-3%	-4%	0%	4%	-2%	16%
CCN(C(=O)Cn1cc(C(=O)C(=O)N2CCOCC2)c2ccccc21)c1ccccc1	3%	2%	-6	16%	-4%	-3%	0%	-1%	2%	0%	-2%

Complete entries, looked up by structure. Order of screens: Eya2 inh | Tb PFK inh | TSHR antag | a7 integrin act | ASM inhibitor | PTAP TSG101 blk | TCR act | AT treatment | BCR signal inh | Mito fusion act | ELG1 repair inh
NC(=O)CCCn1c(C(=O)c2cc(Cl)c(N)c(Cl)c2)c2ccc(C(F)(F)F)cc2[n+]1[O-] is listed with 0% | -18% | -5 | -16% | -9% | -5% | -4% | -17% | -27% | 8% | -23%
CCOC(=O)CSC1=NC(=O)CS1 is listed with 11% | 9% | -32 | 21% | 11% | 1% | 6% | 20% | -12% | 2% | 2%
Cn1ncc(Br)c1C(=O)N/N=C/c1cccc(OC2CSC2)c1 is listed with 1% | -7% | -8 | 10% | -4% | -1% | -1%[46.1 µM] | 7% | -6% | -1% | 4.1µM*
COc1ccc(-c2cnnc(N/N=C/c3ccc(-c4ccc([N+](=O)[O-])cc4)o3)n2)cc1 is listed with -10% | 2% | 26 | -38%[inhibitor] | -3% | 2% | -4% | 5% | -4% | 10% | ?

Next part.
Every second line gives: Eya2 inh	Tb PFK inh	TSHR antag	a7 integrin act	ASM inhibitor	PTAP TSG101 blk	TCR act	AT treatment	BCR signal inh	Mito fusion act	ELG1 repair inh
COc1ccc(NC(=O)COC(=O)c2ncc(Cl)c(Cl)c2Cl)c(OC)c1
→ 6%	-4%	0	-30%	-4%	-1%	0%[46.1 µM]	-9%	0%	5%	8%
O=C(Cc1ccccc1)Nc1cc([N+](=O)[O-])ccc1N1CCOCC1
→ -4%	2%	-1	15%	3%	2%	.	0%	7%	0%	-8%
CN=c1sc(C(=O)Nc2ccccc2)c(C)n1C
→ -6%	-3%	12	-40%	-1%	-2%	1%	-1%	1%	-1%	26%
Cc1ccc(/C(O)=C2\C(=O)C(=O)N(c3cc(C)on3)C2c2cccc(Br)c2)cc1 (centres undefined)
→ 6%	3%	32	-19%	4%	-4%	3%	6%	-2%	3%	18%
Cc1cc(NC(=O)CSCC(=O)Nc2cc(C(F)(F)F)ccc2N2CCCC2)no1
→ 3%	-4%	7	-5%	4%	-3%	2%	-1%	1%	-1%	-24%
COc1ccc(COc2ccccc2C(=O)NCc2ccccc2)cc1F
→ -12%	-3%	3	-29%	-5%	-1%	-2%[46.1 µM]	11%	?	-6%	26µM*
Cc1cccc(C)c1NC(=O)CSCCO
→ -7%	6%	-1	3%	2%	-1%	0%	8%	?	-7%	-2%
O=C(O)CSCC(=O)Nc1ccc(C2CCCCC2)cc1
→ .	.	.	9%	9%	-2%	1%	.	.	-1%	.

Screening data from PubChem.
